Screens as filed in PubChem.
IMPase Li cell – cell-permeable IMPase inhibitors with lithium potentiation. CHO-M1 cells, IP1 TR-FRET (IP-One), carbachol + lithium. Potency, µM (highest dose often 59.4 µM), without a hit: top-dose activity, negative = IMPase inhibition, most hits filed as inhibitors. 210,000 tested, 0.35% active;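 note: IP1 builds up when IMPase is blocked and the TR-FRET signal falls; potency is the fitted concentration of half-maximal effect; plate controls were basal vehicle for no effect and high inhibitor control for full effect; nearly all actives have a fitted effect of over 50% in size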
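Lithium-sensitised IP1 accumulation assay; M1-expressing CHO cells treated 30 min at 37C with compound. Competitive antibody detection by time-resolved FRET followed a 10 min room-temperature lysis step.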
CBFb RUNX1 block – inhibitors of human CBF-beta and RUNX1 interaction | Q01196+Q13951 | AlphaScreen CBFb-His/RUNX1-biotin binding, biochemical | Potency, µM (titrated, usually from 59.8 µM), without a hit: at the highest dose activity, negative = inhibition, actives largely listed as inhibitors | 230,000 tested, under 10 active | AID 1477; note: % of control where 0% means no effect
Target sequence (Q01196 whole entry, looked up): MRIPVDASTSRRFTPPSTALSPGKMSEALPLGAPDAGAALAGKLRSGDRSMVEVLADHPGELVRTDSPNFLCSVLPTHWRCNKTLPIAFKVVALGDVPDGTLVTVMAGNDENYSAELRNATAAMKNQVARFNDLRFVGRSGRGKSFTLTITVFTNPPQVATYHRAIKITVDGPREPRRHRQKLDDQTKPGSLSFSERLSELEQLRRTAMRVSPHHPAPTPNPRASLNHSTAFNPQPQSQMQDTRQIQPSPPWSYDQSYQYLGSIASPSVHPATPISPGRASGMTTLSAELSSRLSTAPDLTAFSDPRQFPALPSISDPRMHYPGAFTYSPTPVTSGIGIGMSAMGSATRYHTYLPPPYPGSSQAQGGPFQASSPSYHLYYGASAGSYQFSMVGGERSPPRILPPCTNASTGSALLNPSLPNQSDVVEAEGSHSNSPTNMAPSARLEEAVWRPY
Target sequence (Q13951 whole entry, looked up): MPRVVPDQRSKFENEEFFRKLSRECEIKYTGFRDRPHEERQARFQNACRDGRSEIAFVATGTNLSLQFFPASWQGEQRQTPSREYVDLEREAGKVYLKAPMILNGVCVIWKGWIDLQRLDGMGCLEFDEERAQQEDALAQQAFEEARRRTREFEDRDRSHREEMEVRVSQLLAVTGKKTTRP
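Bead-based AlphaScreen assay; binding partners His-tagged CBF-beta and biotinylated RUNX1 at 30 nM each. Compound exposure 15 min after a 20-min protein preincubation; bead step 90 min; all steps at room temperature.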
NPSR antagonist – blocks cAMP signaling of the human neuropeptide S receptor | Q6W5P4 | Potency, µM (doses to about 38.3 µM), for the others: top-dose activity change, negative = inhibition, hits mostly inhibitors | 220,000 tested, 1% active | CHO-NPSR cells, cAMP TR-FRET, antagonist mode; note: potency is the fitted concentration of half-maximal effect; % is set by controls: 0 for no effect and ±100 for the full control effect; nearly all actives have a fitted effect of over 50% in size; many of its hits are not listed in these tables
Target sequence (Q6W5P4 whole entry, looked up): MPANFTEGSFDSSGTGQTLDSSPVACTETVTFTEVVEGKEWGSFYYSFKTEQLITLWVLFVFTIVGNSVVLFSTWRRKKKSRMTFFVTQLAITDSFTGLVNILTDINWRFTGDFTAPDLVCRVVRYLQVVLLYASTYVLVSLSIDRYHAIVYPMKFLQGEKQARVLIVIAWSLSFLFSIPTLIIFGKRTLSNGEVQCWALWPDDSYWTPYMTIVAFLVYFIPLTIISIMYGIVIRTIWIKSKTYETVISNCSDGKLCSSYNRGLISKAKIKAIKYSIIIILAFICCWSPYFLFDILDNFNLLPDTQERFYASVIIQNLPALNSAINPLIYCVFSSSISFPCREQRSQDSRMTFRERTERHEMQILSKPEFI
KinaseGlo FLuc – Kinase-Glo luciferase inhibition (counter-screen). Kinase-Glo luciferase, ATP luminescence, 8 min. AID 1379. Potency, µM (highest dose often 38.3 µM), inactives show at the top dose activity change, negative = inhibition, hits mostly inhibitors. 200,000 tested, 0.28% active. Q27757; note: potency is the fitted concentration of half-maximal effect; % is set by controls: 0 for no effect and ±100 for the full control effect; nearly all actives have a fitted effect of over 60% in size
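Substrate mix (final 50 mM imidazole pH 7.2, 50 mM KCl, 7 mM MgCl2, 10 uM ATP, 0.01% Tween 20, 0.05% BSA) plus pin-tool compound, then Kinase-Glo detection mix; 8 min ambient, luminescence read.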
L3MBTL1 block – L3MBTL1 (human) inhibition | Q9Y468 | AlphaScreen L3MBTL1–H3K9me1 peptide binding | Potency, µM (doses to about 57.1 µM), without a hit: top-dose activity, negative = inhibition, usual class: inhibitors | 230,000 tested, 0.66% active | AID 485360; note: potency is the fitted concentration of half-maximal effect; % is set by controls: 0 for no effect and ±100 for the full control effect; nearly all actives have a fitted effect of over 60% in size
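L3MBTL1 50 nM + b-AHA-H3(1-15)K9me1 75 nM, 30 min RT; compound added, 30 min RT; streptavidin donor/Ni-chelate acceptor beads 10 ug/mL each final, 30 min RT dark; AlphaScreen read.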
HTT aggregate – inhibitors of mutant huntingtin aggregate formation in PC12 cells. PC12 HttQ103-GFP aggregates, Acumen cytometry, 40 h. Potency, µM (highest dose often 46.1 µM), inactives show at the top dose activity change, negative = inhibition, most hits filed as inhibitors. 220,000 tested, 1.1% active; note: potency is the fitted concentration of half-maximal effect; % is set by controls: 0 for no effect and ±100 for the full control effect; nearly all actives have a fitted effect of over 60% in size
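PC12 cells with ecdysone-inducible HTT exon1 Q103-GFP, induced by 100 nM tebufenozide, given compounds in a concentration series. GFP aggregates (1–25 um, 6 SD above background) counted in lysates by laser-scanning cytometry, 488 nm excitation.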
Epigenetic derep – derepresses silenced GFP reporter in murine cells; murine LDR cells, GFP reporter derepression, 30 h; Potency, µM (doses to about 53.9 µM), inactives show top-dose GFP activation, actives largely listed as activators; 280,000 tested, 0.2% active; AID 1865; note: potency is the fitted concentration of half-maximal effect; % of control where 0% means no effect; nearly all actives have a fitted effect of over 60% in size
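Readout is the number of GFP-expressing murine LDR cells, counted by cytometry following washing. Cells were treated with compound for 30 h at 37 C; the stably integrated CMV-GFP locus is normally silent.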
* = called active by the depositor; ? = inconclusive; / = no result given; & = joins results of further samples; [ ] = remark or other dose. Calls come from the whole dose curve; as a rule, active = well fitted curve in the direction sought with a large enough effect; inconclusive = small, poorly fitted or top-dose-only effect, or another doubt; inactive = no such curve, though single readings can be large; an effect the other way counts as inactive or inconclusive.

#	Compound	IMPase Li cell	CBFb RUNX1 block	NPSR antagonist	KinaseGlo FLuc	L3MBTL1 block	HTT aggregate	Epigenetic derep
1	CCCC[C@@H]1CNC(=S)N1CCCc1cc(OC)c(OC)c(OC)c1	-1%	-1%	7%	/	7%	19%[9.22 µM]	-0.8%
2	COc1ccc(/C=C/C(=O)c2ccc[nH]2)c(OC)c1OC	1%	9%	2%[46.1 µM]	0%	-1%	23%	1.2%
3	CCNc1nc(NC#N)nc(SCC(=O)OCC)n1	-5%[38.3 µM]	10%	-20%[46.1 µM]	-1%	2%	-14%	-1.2%
4	Cc1cc(=O)[nH]c(SCCCOc2ccc3c(c2)CCC3)n1	-3%[38.3 µM]	5%	0%[46.1 µM]	-1%	/	?	-4.5%
5	Cc1cc(NC(=O)C2CCCN2C(=O)Nc2c(C)cccc2C)ccc1-n1cnnn1 (configuration not stated)	10%	3%	-2%	0%	-13%	-12%	-1.0%
6	Cc1ccc(-c2nc3cnccn3c2Nc2c(C)cccc2C)o1	-4%[38.3 µM]	-4%	-28%[46.1 µM]	2%	8%	?	?
7	COc1ccc(NC(=O)c2ccc(OC(F)F)cc2)cc1Cl	4%	-11%	-6%	-12%	-1%	-11%	0.3%
8	COC(=O)c1nnc(-c2ccccc2)c(-c2ccccc2)n1	0%[38.3 µM]	-6%	-7%[46.1 µM]	1%	1%	5%[9.22 µM]	0.0%
9	COC(=O)c1ccc(COC(=O)CNC(=O)c2ccco2)cc1	30%[38.3 µM]	7%	1%[46.1 µM]	15%	/	22%	-3.6%
10	COc1ccccc1-n1cnnc1SCc1csc(-c2ccccc2)n1	17%[38.3 µM]	-1%	-12%[46.1 µM]	-2%	/	-1%	6.0%
11	O=C(Nc1ccccc1)Nc1nnc(Cc2ccc([N+](=O)[O-])cc2)s1	-3%	-10%	7%	0%	5%	?	1.9%
12	Cc1ccccc1N1C(=O)N(c2cccc(C(F)(F)F)c2)C2CS(=O)(=O)CC21 (configuration not stated)	3%[38.3 µM]	9%	-7%[46.1 µM]	15%	3%	3%	-2.7%
13	Oc1ccccc1/C=N/c1c(-c2ccco2)nc2ccccn12	-5%[38.3 µM]	?	3%[46.1 µM]	?	?	24%	0.0%
14	O=C(/C(C=Nc1ccc(F)cc1)=C(/O)c1ccco1)C(F)(F)F	1%	0%	1%	-2%	-2%	-18%	-1.0%
15	Cc1ccsc1-c1nc(CN2C[C@@H](C)O[C@@H](C)C2)c(C)o1	11%	1%	1%	-4%	-12%	-8%[9.22 µM]	-2.1%
16	O=C(Cc1ccc(Br)cc1)N1CCN(c2ccccc2O)CC1	41%[activator][38.3 µM]	2%	-1%[46.1 µM]	0%	/	?	-4.3%
17	COc1c(Br)cc(C(N)=O)cc1OCc1ccccc1	2%	2%	9%	0%	-1%	-2%	-1.0%
18	COc1ccc2nc(C)cc(SCC(=O)O)c2c1	5%&-13%[38.3 µM]	2%&2%	-2%&0%[46.1 µM]	-4%&-1%	4%	-5%&14%	0.0%&-1.2%
19	CCOC(=O)N1CCN(C(=O)CSc2ccc(Cl)cc2)CC1	12%[38.3 µM]	11%	-13%[46.1 µM]	0%	3%	-4%	0.0%
20	COc1ccc(NC2=C(c3ccc(OC)cc3)C(=O)c3ccccc32)cc1	7%	0%	5%	-4%	-10%	-10%	1.9%
21	CCCC(=O)N(Cc1cc2cccc(C)c2[nH]c1=O)c1ccccc1OC	32%[38.3 µM]	2%	-18%[46.1 µM]	-5%	/	0%	2.0%
22	O=C(Cc1ccc(Br)cc1)NNC(=O)Nc1ccc(Cl)cc1	-1%	2%	8%	0%	-9%	0%[9.22 µM]	0.3%
23	CC(C)CCNC(=O)Cn1c(=O)oc2cc(S(=O)(=O)N3CC(C)CC(C)C3)ccc21 (configuration not stated)	-4%[38.3 µM]	3%	-14%[46.1 µM]	1%	/	-13%	-2.4%
24	Cc1cccc(C)c1NC(=O)C[N+](C)(C)CC(O)COc1cccc2ccccc12 (configuration not stated)	7%	1%	-14%	0%	-6%	3%[9.22 µM]	0.6%
25	COc1cc(C(=O)NCCC(=O)NCCCN2CCCCC2C)cc(OC)c1OC (configuration not stated)	-12%[38.3 µM]	1%	2%[46.1 µM]	-5%	-1%	20%	-1.1%
26	COc1ccc(N(CC(=O)Nc2ccccc2C(=O)O)S(=O)(=O)c2ccc(C)c([N+](=O)[O-])c2)cc1	0%	-13%	-7%	5%	-8%	0%	-3.2%
27	NC(=O)CSc1nnc2ccc(-c3ccc(F)cc3)nn12	-10%	4%	53%	1%	-6%	6%[9.22 µM]	1.4%
28	CSc1nnc(-c2ccco2)n1-c1ccccc1	-14%[38.3 µM]	16%	-8%[46.1 µM]	-4%	-6%	-15%	0.2%
29	CC(=O)OC1CSC2c3ccccc3C(=O)N2Cc2sccc21 (configuration not stated)	4%	4%	19%	/	4%	3%[9.22 µM]	-1.2%
30	COc1cccc(CNC(=O)CCCNS(=O)(=O)c2cccs2)c1	-3%[38.3 µM]	3%	-12%[46.1 µM]	-1%	2%	5%	-2.2%
31	CS(=O)(=O)Nc1ccc(S(=O)(=O)N2CCCC2)cc1	4%	0%	3%	-1%	-1%	6%[9.22 µM]	-5.5%
32	COc1ccc(Cn2nnnc2C(c2cccs2)N2CCN(c3ccccc3)CC2)cc1 (configuration not stated)	10%[38.3 µM]	-4%	-17%[46.1 µM]	-2%	0%	0%	-0.7%
33	CC(C)(C)C1CCC(=NOC(=O)c2ccc(F)cc2)CC1 (configuration not stated)	2%	-4%	-12%	-2%	0%	14%	3.9%
34	CC(C)Cn1c(/C=N/Nc2nc3ccccc3[nH]2)nc2ccccc21	23%	/	?	-2%	?	6.3µM*	?
35	CCCCCCCCCC(=O)Nc1cccnc1	4%	10%	-6%	-1%	3%	-6%[9.22 µM]	5.3%
36	CCc1cccc(NC(=O)C(NC(=O)C2CCCCC2)C(C)C)c1 (configuration not stated)	3%	-11%	-7%	-1%	/	12%	4.9%
37	CCCCOc1ccc(C(=O)Nc2cccc(C)n2)cc1	-1%[38.3 µM]	7%	-10%[46.1 µM]	-19%	12%	-3%	1.9%
38	Cc1cccc(/C=N/Nc2ccc3ccccc3n2)c1	23%	7%	?	?	3%	?	0.9%
39	Cc1ccc(NC(=O)CSc2nc(C)c(Cc3ccccc3)c(=O)[nH]2)cc1	5%	0%	-18%	1%	/	?	-0.1%&0.0%
40	CCCC1=C(C(=O)OCC)C(c2cc(Cl)cc(OC)c2OCc2ccccc2)NC(=O)N1 (configuration not stated)	9%[38.3 µM]	-8%	-23%[46.1 µM]	1%	-5%	?	0.0%
41	COc1cc(OC)c(C2C(C(=O)O)c3ccccc3C(=O)N2C)cc1OC (configuration not stated)	-6%[38.3 µM]	-2%	0%[46.1 µM]	1%	-7%	-10%	2.6%
42	O=[N+]([O-])c1ccc2cn[nH]c2c1	-3%&18%	-9%	-9%	0%&1%	-1%	4%	-1.0%&-2.8%
43	CC(C)c1onc(C(=O)NCc2ccc(Cl)cc2)c1[N+](=O)[O-]	/	4%	-27%[46.1 µM]	/	0%	14%	-0.9%
44	COC(=O)[C@H](Cc1ccccc1)NC(=O)N1CCC(C)CC1	26%[38.3 µM]	5%	-10%[46.1 µM]	-3%	/	24%	0.0%
45	COc1cccc(NC(=O)Nc2ccc3nsnc3c2)c1	23%[38.3 µM]	16%	-1%[46.1 µM]	1%	10%	?	5.5%
46	Brc1ccccc1OCCCCn1cnc2ccccc21	11%	-4%	-18%	1%	-1%	?	3.6%
47	Cc1ccc(-n2[nH]c(C)c(C=Nc3ccc(S(=O)(=O)Nc4nccs4)cc3)c2=O)c(C)c1	0%	2%	-28%	-1%	11%	/	-2.3%
48	O=C(CN1CCN(Cc2ccccc2)CC1)N/N=C\C=C/c1ccco1	0%	-2%	-5%[46.1 µM]	2%	-2%	14%	0.0%
49	O=c1cnc(-c2ccc(Cl)cc2)cn1O	22%	40%	-14%	0%	-12%	-14%	-0.2%
50	CCOC(=O)c1c(NC(=O)C(C)Sc2c[nH]c3ccccc23)sc2c1CCC2 (configuration not stated)	17%	5%[2.36 µM]	-37%	-3%	-10%	2%	-0.3%
51	CCCCCNC(=O)c1ccc2c(=O)n(CC3CCCO3)c(=S)[nH]c2c1 (configuration not stated)	-1%	14%	-18%	-1%	/	0%	2.0%
52	CC1CC(C)CN(CCCNC(=O)COc2cc(=O)n(C)c3ccccc23)C1 (configuration not stated)	0%	-8%	-5%[46.1 µM]	-1%	0%	15%	10%
53	CCOC(=O)/C=c1\s/c(=C\c2ccc(C(=O)OC)cc2)c(=O)n1CC(=O)Nc1ccccc1	-12%	-3%	-19%	1%	6%	?	?
54	O=C(NC(=S)N1CCCCC1CO)C12CC3CC(CC(C3)C1)C2 (configuration not stated)	/	9%	12%	/	/	-32%[9.22 µM]	0.0%
55	C=CCn1c(=O)/c(=C\c2ccccn2)s/c1=C(/C#N)C(=O)NCC1CCCO1 (configuration not stated)	9%	6%	-21%	-3%	-9%	22%	7.1%
56	COCCCn1c2nc3ccccc3nc2c2c(=O)n(Cc3ccccc3Cl)cnc21	/	7%	-4%[46.1 µM]	/	5%	7%	-5.7%
57	COC(=O)[C@@H]1C[C@@]2(O)[C@@H](O)[C@@H](O)[C@@H](O)C[C@H]2N1Cc1cc(OC)cc(OC)c1	-2%	-22%&10%	13%	-5%	/	-33%[9.22 µM]	0.0%&-1.1%

Exported with one line to a screen: two of the compounds above.
50	CCOC(=O)c1c(NC(=O)C(C)Sc2c[nH]c3ccccc23)sc2c1CCC2 (configuration not stated)
51	CCCCCNC(=O)c1ccc2c(=O)n(CC3CCCO3)c(=S)[nH]c2c1 (configuration not stated)

entry no. | 50 | 51
IMPase Li cell | 17% | -1%
CBFb RUNX1 block | 5%[2.36 µM] | 14%
NPSR antagonist | -37% | -18%
KinaseGlo FLuc | -3% | -1%
L3MBTL1 block | -10% | /
HTT aggregate | 2% | 0%
Epigenetic derep | -0.3% | 2.0%

A portion of the library, so the mix of outcomes need not match the whole.
